Compound activity (PubChem)
RGS4-Gao reg: modulators of RGS4 binding to Galphao, primary screen, biochemical, multiplexed bead flow cytometry; 220,000 compounds, 0.33% hits; actives lie on both sides; Guanine nucleotide-binding protein G(o) subunit alpha (Homo sapiens), P09471; binding response (% of control), % at 10 µM; in the data active = binding response below about 49% or above about 150%; inactive = in between;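 also: fluorescent Galphao activated with aluminum fluoride binding bead-coupled RGS4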
Target sequence (P09471 whole entry, looked up): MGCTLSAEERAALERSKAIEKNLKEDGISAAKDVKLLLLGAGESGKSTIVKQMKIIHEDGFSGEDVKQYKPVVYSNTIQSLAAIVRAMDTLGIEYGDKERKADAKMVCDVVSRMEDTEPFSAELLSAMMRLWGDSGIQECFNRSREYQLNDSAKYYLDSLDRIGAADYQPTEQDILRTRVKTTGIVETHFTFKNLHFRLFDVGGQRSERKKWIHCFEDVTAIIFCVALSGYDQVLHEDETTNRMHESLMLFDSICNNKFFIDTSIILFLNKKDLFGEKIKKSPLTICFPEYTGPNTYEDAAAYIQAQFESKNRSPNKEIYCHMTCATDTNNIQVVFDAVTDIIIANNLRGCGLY
Mcl1-Bid inh: Mcl-1/Bid binding inhibitors, primary screen, biochemical, TR-FRET, 1536-well; Induced myeloid leukemia cell differentiation protein Mcl-1 (Homo sapiens), Q07820; TR-FRET Mcl-1/Bid-Dy647 peptide binding; 220,000 compounds, 0.97% hits; AID 1021, 2008; inhibition, % at 21.7 µM;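 active = compounds that cut the binding signal by more than half at the single screening dose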;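 also: His-tagged Mcl-1 with europium anti-His antibody binding Bid BH3 peptide; 0% = Mcl-1 plus peptide wells and 100% = peptide-only wells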
Target sequence (Q07820 whole entry, looked up): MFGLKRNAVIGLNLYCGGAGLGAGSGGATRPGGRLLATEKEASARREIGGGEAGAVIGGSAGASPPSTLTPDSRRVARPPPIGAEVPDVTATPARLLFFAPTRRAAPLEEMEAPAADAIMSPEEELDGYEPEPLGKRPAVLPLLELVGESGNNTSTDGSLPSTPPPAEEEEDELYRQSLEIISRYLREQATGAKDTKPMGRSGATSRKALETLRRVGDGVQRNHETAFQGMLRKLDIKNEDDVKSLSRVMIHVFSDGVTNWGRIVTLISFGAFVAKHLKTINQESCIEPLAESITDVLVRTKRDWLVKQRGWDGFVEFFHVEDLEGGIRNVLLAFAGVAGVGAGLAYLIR
RGS8-Gao: RGS8-Galphao binding modulators, primary screen, biochemical, multiplexed bead flow cytometry | Guanine nucleotide-binding protein G(o) subunit alpha (Homo sapiens), P09471 | actives lie on both sides | response (percent of control binding), % at 10 µM | 220,000 compounds, 0.34% hits; in the data active = response below about 60% or above about 140%; inactive = in between;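 also: Galphao activated as the GDP aluminium fluoride complex binding bead-coupled RGS8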
RGS7-Gao: RGS7-Galphao binding modulators, primary screen, biochemical, multiplexed bead flow cytometry; Guanine nucleotide-binding protein G(o) subunit alpha (Homo sapiens), P09471; actives lie on both sides; binding response (% of control), % at 10 µM; 220,000 compounds, 0.35% hits; AID 1439, 2008; in the data active = binding response below about 49% or above about 150%; inconclusive = no clear call, values can overlap the other calls; inactive = in between;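 also: fluorescent Galphao held in activated GDP-AlF4 state binding bead-coupled RGS7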
Numbers without * were called inactive.

CCCCNC(=O)C1CC(c2cccc(F)c2)=NO1 (stereo not given) was read as RGS4-Gao reg 101, Mcl1-Bid inh -17, RGS8-Gao 99 and RGS7-Gao inconclusive.
`O=C(O)CCC(=O)N1CN2CN(C(=O)CCC(=O)O)CC([N+](=O)[O-])(C2)C1` gave RGS4-Gao reg 96, Mcl1-Bid inh 5, RGS8-Gao 96 and RGS7-Gao inconclusive.
For C/C(Cc1ccccc1)=N\NC(=O)CNC(=O)Cc1ccc(Cl)cc1 the results were RGS4-Gao reg 102, Mcl1-Bid inh -11, RGS8-Gao 101 and RGS7-Gao inconclusive.
Screening C=CCCCN(Cc1ccccc1)S(=O)(=O)c1ccccc1Br returned RGS4-Gao reg 103, Mcl1-Bid inh -28, RGS8-Gao 104 and RGS7-Gao inconclusive.
For NC(=O)SCC(=O)Nc1ccccc1C(=O)O the results were RGS4-Gao reg 86, Mcl1-Bid inh -15, RGS8-Gao 92 and RGS7-Gao inconclusive.
Screening Cc1ccc(NC2Sc3ccccc3NC2=O)cc1Cl (stereo not given) returned RGS4-Gao reg 105, Mcl1-Bid inh 31, RGS8-Gao 104 and RGS7-Gao inconclusive.
Screening O=C(c1ccc(NS(=O)(=O)c2ccc3c(c2)OCCO3)cc1)N1CCCCC1 returned RGS4-Gao reg 103, Mcl1-Bid inh 2, RGS8-Gao 100 and RGS7-Gao inconclusive.
`CCCCOCCCNC(=O)N[C@H](C(=O)O)C(C)CC` (stereo not given in full) gave RGS4-Gao reg 100, Mcl1-Bid inh -13, RGS8-Gao 99 and RGS7-Gao inconclusive.
Screening NC1=NC(=Nc2ccc(S(=O)(=O)N3CCOCC3)cc2)c2ccccc21 returned RGS4-Gao reg 104, Mcl1-Bid inh -18, RGS8-Gao 103 and RGS7-Gao inconclusive.
`Clc1ccc(Nc2ccccc2)nn1` gave RGS4-Gao reg 93, Mcl1-Bid inh 0, RGS8-Gao 96 and RGS7-Gao inconclusive.
CCOc1c(Br)cc(CNc2ccc(N3CCN(C(C)=O)CC3)cc2)cc1OC was read as RGS4-Gao reg 98, Mcl1-Bid inh -63, RGS8-Gao 99 and RGS7-Gao inconclusive.
`O=C(CN1CCN(c2ccc(Cl)cc2[N+](=O)[O-])CC1)N1CCOCC1` gave RGS4-Gao reg 101, Mcl1-Bid inh -38, RGS8-Gao 101 and RGS7-Gao inconclusive.
For CCCCn1nc(C(=O)Nc2cc(S(=O)(=O)N(C)C)ccc2C)c2ccccc2c1=O the results were RGS4-Gao reg 103, Mcl1-Bid inh -28, RGS8-Gao 102 and RGS7-Gao inconclusive.
Screening CN(C)c1cccc2cccc(N(C)C)c12 returned RGS4-Gao reg 97, Mcl1-Bid inh -22, RGS8-Gao 98 and RGS7-Gao inconclusive.
For COc1cc(/C=N/NC(=O)CSc2ccccn2)ccc1OC(C)C the results were RGS4-Gao reg 100, Mcl1-Bid inh -9, RGS8-Gao 100 and RGS7-Gao inconclusive.
Screening CSc1c(C#N)c(N)nc2sc(C(=O)c3ccc(Cl)c(Cl)c3)c(N)c12 returned RGS4-Gao reg 102, Mcl1-Bid inh 52*, RGS8-Gao 98 and RGS7-Gao inconclusive.
Screening Cc1nc(C(=O)Nc2ccccc2)sc1C(=O)Nc1ccccc1 returned RGS4-Gao reg 101, Mcl1-Bid inh -45, RGS8-Gao 98 and RGS7-Gao inconclusive.
`O=S(=O)(c1cccs1)N1CN(C2CCCC2)c2nc3ccccc3nc21` gave RGS4-Gao reg 107, Mcl1-Bid inh -6, RGS8-Gao 103 and RGS7-Gao inconclusive.
For CN1C(=S)SC2CS(=O)(=O)CC21C (stereo not given) the results were RGS4-Gao reg 104, Mcl1-Bid inh -51, RGS8-Gao 102 and RGS7-Gao inconclusive.
For CCNC1CCS(=O)(=O)C1 (stereo not given) the results were RGS4-Gao reg 93, Mcl1-Bid inh -10, RGS8-Gao 96 and RGS7-Gao inconclusive.
For Cc1onc(-c2c(Cl)cccc2Cl)c1C(=O)NC(=S)N1CCOCC1 the results were RGS4-Gao reg 122, Mcl1-Bid inh -27, RGS8-Gao 110 and RGS7-Gao inconclusive.
Screening O=S(=O)(NCC(O)c1ccccc1)c1ccc(-c2ccccn2)s1 (stereo not given) returned RGS4-Gao reg 100, Mcl1-Bid inh 1, RGS8-Gao 100 and RGS7-Gao inconclusive.
Screening CC(OC(=O)CCCc1nc2ccccc2s1)C(=O)NC(N)=O (stereo not given) returned RGS4-Gao reg 106, Mcl1-Bid inh -42, RGS8-Gao 103 and RGS7-Gao inconclusive.
COc1ccc2c(c1OC)C(=O)OC2Nc1nc(-c2cc3cc(Br)ccc3oc2=O)cs1 (stereo not given) was read as RGS4-Gao reg 101, Mcl1-Bid inh -90, RGS8-Gao 97 and RGS7-Gao inconclusive.
For C[n+]1cccc2c(Br)ccc([O-])c21 the results were RGS4-Gao reg 82, Mcl1-Bid inh -24, RGS8-Gao 93 and RGS7-Gao inconclusive.
Screening Cc1ccc(-c2nn(C)c(=O)c3ccccc23)cc1CNC(=O)NC1CCCCC1 returned RGS4-Gao reg 104, Mcl1-Bid inh -2, RGS8-Gao 104 and RGS7-Gao inconclusive.
`COc1ccc(C(=O)C2CCCN(Cc3cccn3-c3nccs3)C2)cc1OC` (stereo not given) gave RGS4-Gao reg 117, Mcl1-Bid inh -22, RGS8-Gao 100 and RGS7-Gao inconclusive.
COc1ccc2c(=O)cc(-c3ccccc3F)oc2c1 was read as RGS4-Gao reg 98, Mcl1-Bid inh -8, RGS8-Gao 102 and RGS7-Gao inconclusive.
Screening COc1cccc(/C=C/C(=O)Nc2ccc(N3CCOCC3)cc2)c1OC returned RGS4-Gao reg 99, Mcl1-Bid inh -56, RGS8-Gao 100 and RGS7-Gao inconclusive.
COc1ccc(C(CC(=O)N2CCCC2)c2c(OC)cc(OC)c3ccc(=O)oc23)cc1 (stereo not given) was read as RGS4-Gao reg 99, Mcl1-Bid inh -12, RGS8-Gao 98 and RGS7-Gao inconclusive.
CN(C(=O)CSc1nc(O)cc(=O)n1C1CCCC1)c1ccccc1 was read as RGS4-Gao reg 101, Mcl1-Bid inh -28, RGS8-Gao 101 and RGS7-Gao inconclusive.
For c1ccc(Cn2ncc3c(Nc4ccccc4)ncnc32)cc1 the results were RGS4-Gao reg 102, Mcl1-Bid inh 4, RGS8-Gao 103 and RGS7-Gao inconclusive.
Screening Cc1ccc2cc3c(nc2c1)OCC3 returned RGS4-Gao reg 90, Mcl1-Bid inh -35, RGS8-Gao 90 and RGS7-Gao inconclusive.
For Cc1ccc(NC(=S)NC(=O)c2ccccc2)cc1NC(=S)NC(=O)c1ccccc1 the results were RGS4-Gao reg 150, Mcl1-Bid inh -28, RGS8-Gao 130 and RGS7-Gao inconclusive.
`COC(=O)c1ccc([C@H]2C=C(C(=O)O)O[C@@H](OCc3ccc(CO)cc3)C2)cc1` gave RGS4-Gao reg 104, Mcl1-Bid inh -27, RGS8-Gao 102 and RGS7-Gao inconclusive.
`C=CCNC(=S)NNC(=O)c1cccnc1` gave RGS4-Gao reg 81, Mcl1-Bid inh -44, RGS8-Gao 92 and RGS7-Gao inconclusive.
`COc1ccc(SCCN2CCN(CC(C)C)CCC2=O)cc1` gave RGS4-Gao reg 103, Mcl1-Bid inh -91, RGS8-Gao 99 and RGS7-Gao inconclusive.
For Cn1c(=O)c2c(nc(Oc3ccc4c(c3)OCO4)n2Cc2ccc(Br)cc2)n(C)c1=O the results were RGS4-Gao reg 94, Mcl1-Bid inh -15, RGS8-Gao 100 and RGS7-Gao inconclusive.
For O=C(/C=C/c1ccccc1)NCCc1nc2ccccc2[nH]1 the results were RGS4-Gao reg 102, Mcl1-Bid inh -9, RGS8-Gao 99 and RGS7-Gao inconclusive.
`Cc1ccc([N+](=O)[O-])cc1-c1ccc(/C=N/NC(=O)CN2CCOCC2)o1` gave RGS4-Gao reg 93, Mcl1-Bid inh -11, RGS8-Gao 96 and RGS7-Gao inconclusive.
For N#Cc1cccc(NC(=O)CN2C(=O)NC(Cc3ccccc3)C2=O)c1 (stereo not given) the results were RGS4-Gao reg 98, Mcl1-Bid inh -11, RGS8-Gao 99 and RGS7-Gao inconclusive.
COC(=O)[C@@H]1C[C@@]2(O)[C@@H](O)[C@@H](O)[C@@H](O)C[C@H]2N1Cc1cc(OC)cc(OC)c1 was read as RGS4-Gao reg 93, Mcl1-Bid inh -75, RGS8-Gao 91 and RGS7-Gao inconclusive.
`COc1ccc(/C=N/Nc2nc(-c3ccc(C)cc3)c(NC(C)=O)s2)cc1OC` gave RGS4-Gao reg 97, Mcl1-Bid inh -33, RGS8-Gao 94 and RGS7-Gao inconclusive.
`Cc1nc(NCc2ccccc2)c2cc[nH]c2n1` gave RGS4-Gao reg 101, Mcl1-Bid inh -61, RGS8-Gao 101 and RGS7-Gao inconclusive.
CCOc1ccc(/C=C2\SC(=O)N(c3ccc(O)cc3)C2=O)cc1OC was read as RGS4-Gao reg 101, Mcl1-Bid inh 11, RGS8-Gao 102 and RGS7-Gao inconclusive.

Of the compounds above, these have fluorine.
CCCCNC(=O)C1CC(c2cccc(F)c2)=NO1 (stereo not given) was read as RGS4-Gao reg 101, Mcl1-Bid inh -17, RGS8-Gao 99 and RGS7-Gao inconclusive.
COc1ccc2c(=O)cc(-c3ccccc3F)oc2c1 was read as RGS4-Gao reg 98, Mcl1-Bid inh -8, RGS8-Gao 102 and RGS7-Gao inconclusive.

By substructure: the entries above containing two or more sulfur atoms (five)
Screening CSc1c(C#N)c(N)nc2sc(C(=O)c3ccc(Cl)c(Cl)c3)c(N)c12 returned RGS4-Gao reg 102, Mcl1-Bid inh 52*, RGS8-Gao 98 and RGS7-Gao inconclusive.
`O=S(=O)(c1cccs1)N1CN(C2CCCC2)c2nc3ccccc3nc21` gave RGS4-Gao reg 107, Mcl1-Bid inh -6, RGS8-Gao 103 and RGS7-Gao inconclusive.
For CN1C(=S)SC2CS(=O)(=O)CC21C (stereo not given) the results were RGS4-Gao reg 104, Mcl1-Bid inh -51, RGS8-Gao 102 and RGS7-Gao inconclusive.
Screening O=S(=O)(NCC(O)c1ccccc1)c1ccc(-c2ccccn2)s1 (stereo not given) returned RGS4-Gao reg 100, Mcl1-Bid inh 1, RGS8-Gao 100 and RGS7-Gao inconclusive.
For Cc1ccc(NC(=S)NC(=O)c2ccccc2)cc1NC(=S)NC(=O)c1ccccc1 the results were RGS4-Gao reg 150, Mcl1-Bid inh -28, RGS8-Gao 130 and RGS7-Gao inconclusive.

Carrying on.
For COc1cc(OC)c2c(-c3ccccc3)cc(=O)oc2c1C(CCN1CCCC(C)C1)c1ccc(N(C)C)cc1 (stereo not given) the results were RGS4-Gao reg 108, Mcl1-Bid inh -134, RGS8-Gao 105 and RGS7-Gao inconclusive.
For COc1cccc(NC(=O)CN(C)C(C)C(=O)Nc2ccc(S(=O)(=O)N3CCOCC3)cc2)c1 (stereo not given) the results were RGS4-Gao reg 98, Mcl1-Bid inh -34, RGS8-Gao 98 and RGS7-Gao inconclusive.
For Cc1ccc(C2N(c3cccc(Cl)c3)C(=O)N3CCCN23)cc1 (stereo not given) the results were RGS4-Gao reg 110, Mcl1-Bid inh -7, RGS8-Gao 101 and RGS7-Gao inconclusive.
Screening N#Cc1nc(-c2ccc(F)cc2)oc1NCc1ccco1 returned RGS4-Gao reg 98, Mcl1-Bid inh -47, RGS8-Gao 99 and RGS7-Gao inconclusive.
Screening COc1ccc(OC)c(Nc2nc(N)nc(CCl)n2)c1 returned RGS4-Gao reg 106, Mcl1-Bid inh -31, RGS8-Gao 105 and RGS7-Gao inconclusive.
Nc1ccc(S(=O)(=O)Nc2nc(-c3ccccc3)cc(-c3ccccc3)n2)cc1 was read as RGS4-Gao reg 90, Mcl1-Bid inh -13, RGS8-Gao 101 and RGS7-Gao inconclusive.
Cn1cccc1CC(=O)N/N=C/c1ccc([N+](=O)[O-])cc1 was read as RGS4-Gao reg 101, Mcl1-Bid inh -39, RGS8-Gao 100 and RGS7-Gao inconclusive.
For CCN(CC)Cc1cc2[nH]c3c4ccc(Cl)cc4ncc3c2cc1OC the results were RGS4-Gao reg 99, Mcl1-Bid inh 7, RGS8-Gao 99 and RGS7-Gao inconclusive.
Screening CCOC(=O)c1c(-c2ccccc2)oc2ccc(OC(C)C(=O)O)cc12 (stereo not given) returned RGS4-Gao reg 101, Mcl1-Bid inh 5, RGS8-Gao 101 and RGS7-Gao inconclusive.

Quoted at random: 2 compounds from above.
For COc1cccc(NC(=O)CN(C)C(C)C(=O)Nc2ccc(S(=O)(=O)N3CCOCC3)cc2)c1 (stereo not given) the results were RGS4-Gao reg 98, Mcl1-Bid inh -34, RGS8-Gao 98 and RGS7-Gao inconclusive.
Screening CCOC(=O)c1c(-c2ccccc2)oc2ccc(OC(C)C(=O)O)cc12 (stereo not given) returned RGS4-Gao reg 101, Mcl1-Bid inh 5, RGS8-Gao 101 and RGS7-Gao inconclusive.

Only part of the results is shown; the hit share may differ from the screen's.
